PAFAH2 FP inh: PAFAH2 enzyme inhibitors, primary screen, biochemical, fluorescence polarization, human; Platelet-activating factor acetylhydrolase 2, cytoplasmic (Homo sapiens), Q99487; recombinant PAFAH2, FP-rhodamine activity probe; inhibition, % at 3.39 µM; actives 0.99% (n = 340,000); AID 492956, 2010;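 active = inhibition above the mean over all tested compounds plus 3 SD, cut at about 30% in these data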;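 also: inhibitors block probe labeling of enzyme so polarization drops; 0% = enzyme with DMSO and 100% = wells lacking PAFAH2 protein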
PME-1 primary: PME-1 inhibitors via competitive probe labeling, primary screen, biochemical, fluorescence polarization, FP-Rh probe, HTS. recombinant PME-1. inhibition, % at 5.9 µM. actives 0.53% (n = 320,000);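 active = inhibition above the campaign mean of all compounds plus 3 SD, cut at about 26% in these data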;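 also: competitive labeling of PME-1 active site by serine hydrolase directed probe; 0% = PME-1 with DMSO and 100% = wells lacking PME-1 enzyme; inhibitors block probe labeling so polarization falls and inhibition rises; many of its hits are not listed in these tables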
Target sequence (Q9Y570 whole entry, looked up): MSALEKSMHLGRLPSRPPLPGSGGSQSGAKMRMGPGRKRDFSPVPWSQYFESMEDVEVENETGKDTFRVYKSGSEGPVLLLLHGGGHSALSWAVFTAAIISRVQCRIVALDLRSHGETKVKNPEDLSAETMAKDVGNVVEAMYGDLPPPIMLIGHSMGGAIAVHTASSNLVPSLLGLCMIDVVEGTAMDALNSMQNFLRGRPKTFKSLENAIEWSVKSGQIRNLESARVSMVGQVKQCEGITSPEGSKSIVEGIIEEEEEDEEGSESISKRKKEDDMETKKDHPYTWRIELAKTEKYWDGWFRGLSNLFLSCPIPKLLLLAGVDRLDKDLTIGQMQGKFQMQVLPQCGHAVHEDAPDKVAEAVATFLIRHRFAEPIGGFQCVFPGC
pPAFAH FP inh: pPAFAH enzyme inhibitors, primary screen, biochemical, fluorescence polarization, human. AID 463082, 2010. recombinant pPAFAH, FP-rhodamine probe fluorescence polarization. inhibition, % at 3.39 µM. actives 1.5% (n = 330,000). Platelet-activating factor acetylhydrolase (Homo sapiens), Q13093;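 active = inhibition above the mean inhibition across the screen plus 3 SD, cut at about 25% in these data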;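 also: inhibitors block binding of the rhodamine activity-based probe so polarization drops; 0% = enzyme with DMSO and 100% = wells lacking pPAFAH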
LYPLA2 counter: LYPLA2 inhibitors, primary screen, counter-screen for PME1 inhibitor project, biochemical, fluorescence polarization, FP-Rh probe ABPP; Acyl-protein thioesterase 2 (Homo sapiens), O95372; actives 0.38% (n = 320,000); inhibition, % at 5.9 µM; recombinant LYPLA2;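 active = inhibition above the screen-wide mean plus 3 SD, limit set per campaign, cut at about 26% in these data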;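 also: 0% = LYPLA2 with DMSO and 100% = wells lacking LYPLA2 enzyme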
Target sequence (O95372 whole entry, looked up): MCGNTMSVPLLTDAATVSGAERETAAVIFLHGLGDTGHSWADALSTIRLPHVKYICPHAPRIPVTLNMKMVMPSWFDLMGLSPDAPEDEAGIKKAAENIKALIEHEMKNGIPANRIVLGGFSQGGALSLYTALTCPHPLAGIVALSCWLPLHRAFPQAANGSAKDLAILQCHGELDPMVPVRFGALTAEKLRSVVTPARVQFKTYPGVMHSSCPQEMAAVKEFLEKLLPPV
LYPLA1 counter: LYPLA1 inhibitors, primary screen, counter-screen for PME1 inhibitor project, biochemical, fluorescence polarization, FP-Rh probe ABPP; Acyl-protein thioesterase 1 (Homo sapiens), O75608; actives 0.16% (n = 320,000); inhibition, % at 5.9 µM; recombinant LYPLA1;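 active = inhibition above the mean of all tested compounds plus 3 SD, set per campaign, cut at about 14% in these data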;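 also: inhibitors block serine hydrolase probe labeling of LYPLA1 so polarization falls; 0% = enzyme with DMSO and 100% = wells lacking LYPLA1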
Target sequence (O75608 whole entry, looked up): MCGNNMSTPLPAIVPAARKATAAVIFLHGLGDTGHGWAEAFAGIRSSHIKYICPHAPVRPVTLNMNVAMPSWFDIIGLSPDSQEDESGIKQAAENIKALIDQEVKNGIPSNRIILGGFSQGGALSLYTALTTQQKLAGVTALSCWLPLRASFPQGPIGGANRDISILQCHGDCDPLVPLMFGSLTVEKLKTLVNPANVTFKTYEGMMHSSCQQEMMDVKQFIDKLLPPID
PAFAH1B3 FP inh: PAFAH1B3 enzyme inhibitors, primary screen, biochemical, fluorescence polarization, human. Platelet-activating factor acetylhydrolase IB subunit alpha1 (Homo sapiens), Q15102. recombinant PAFAH1B3, FP-rhodamine probe. inhibition, % at 3.39 µM. actives 0.28% (n = 340,000). AID 492972, 2010;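 active = inhibition above the screen-wide average of all tested compounds plus 3 SD, cut at about 25% in these data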;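 also: 0% = enzyme with DMSO only and 100% = wells lacking PAFAH1B3 protein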
Target sequence (Q15102 whole entry, looked up): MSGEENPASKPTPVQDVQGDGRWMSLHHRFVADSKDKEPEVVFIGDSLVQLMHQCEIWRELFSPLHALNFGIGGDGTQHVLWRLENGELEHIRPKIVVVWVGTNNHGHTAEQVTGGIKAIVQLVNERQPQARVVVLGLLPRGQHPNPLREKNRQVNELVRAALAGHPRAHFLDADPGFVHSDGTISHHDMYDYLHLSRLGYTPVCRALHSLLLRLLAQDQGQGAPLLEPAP
PAD4 FP inh: human PAD4 inhibitors, primary screen, biochemical, fluorescence polarization, 1536-well format | actives 0.41% (n = 330,000) | Protein-arginine deiminase type-4 (Homo sapiens), Q9UM07 | inhibition, % at 6.36 µM | recombinant PAD4, RCA probe fluorescence polarization;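 active = percent inhibition above a cutoff equal to the mean of all tested compounds plus 3 SD, cut at about 15% in these data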;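 also: 0% = PAD4 with RCA probe and DMSO and 100% = probe without PAD4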
PAFAH1B2 FP inh: PAFAH1B2 enzyme inhibitors, primary screen, biochemical, fluorescence polarization, human; inhibition, % at 3.39 µM; recombinant PAFAH1B2, FP-rhodamine activity probe; Platelet-activating factor acetylhydrolase IB subunit alpha2 (Homo sapiens), P68402; AID 492953, 2010; actives 1.2% (n = 340,000);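 active = inhibition above the mean of all tested compounds plus 3 SD, cut at about 24% in these data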;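 also: 0% = enzyme with DMSO and 100% = wells lacking PAFAH1B2; many of its hits are not listed in these tables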
GSTO1 counter: inhibitors of recombinant GSTO1, primary screen, counter-screen for RBBP9 inhibitor project, biochemical, fluorescence polarization; inhibition, % at 5.96 µM; actives 1.1% (n = 300,000); activity-based probe fluorescence polarization;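 active = inhibition above the campaign mean inhibition plus 3 SD, cut at about 35% in these data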;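 also: 0% = GSTO1-1 with DMSO and 100% = wells lacking GSTO1-1 enzyme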
* = called active by the depositor; . = not tested or not shown. An excerpt; rates above refer to the full screens.

SMILES	PAFAH2 FP inh	PME-1 primary	pPAFAH FP inh	LYPLA2 counter	LYPLA1 counter	PAFAH1B3 FP inh	PAD4 FP inh	PAFAH1B2 FP inh	GSTO1 counter
O=C1/C(=C/c2cccnc2)SC(=S)N1NS(=O)(=O)c1ccccc1	0	6	3	-2	-5	20	5	5	11
Cc1ccc(N2C(S)=C(C#N)C(=O)NC23CCCCC3)cc1	2	-1	0	5	-1	4	0	5	10
O=C(COC(=O)/C=C/c1ccccc1[N+](=O)[O-])Nc1ccc(OCc2ccccc2)cc1	20	4	17	-2	-5	7	1	5	-5
COc1ccc(C2(CNC(C)=O)CCCC2)cc1OC	-8	-2	4	-1	-1	12	-1	-6	4
Cc1nc2nc(COc3ccccc3)[nH]n2c(=O)c1Cc1ccccc1	-6	0	4	5	3	8	-5	11	-23
COCCNC(=S)N1CCc2cc(OC)c(OC)cc2C1COc1cc(C)cc(C)c1 (stereo not given)	5	-3	4	-1	-5	2	5	-1	-4
CC(=O)N1CCN(S(=O)(=O)c2ccc(F)c(Cl)c2)CC1	0	2	12	9	-1	4	0	2	-2
CCOC(=O)c1sc(NC(=O)Cc2ccc(F)cc2)nc1C	-1	2	6	-2	-1	6	1	4	6
O=C(c1cc(F)ccc1F)C1CCCN(C(=O)CSc2ccccn2)C1 (stereo not given)	4	5	5	4	-1	1	-3	3	8
COc1ccc2oc(C(=O)Nc3nc4ccc(S(C)(=O)=O)cc4s3)c(C)c2c1	-11	-17	5	-3	-3	3	-4	0	-18
COc1ccc(C(=O)NC(=S)NNC(=O)Cc2cccs2)cc1	6	1	9	5	4	9	-3	3	-2
COc1ccc(-c2csc(-c3cccnc3)n2)cc1C	1	5	1	1	1	1	-9	1	3
O=C(c1ccccc1F)c1cc2c(cc1[N+](=O)[O-])OCCO2	-4	7	8	5	4	2	1	3	2
Cc1ccc2nc3sc(C(=O)N4CCOCC4)c(N)c3cc2c1	5	3	8	0	1	3	-5	6	5
COc1ccccc1-c1nc(C#N)c(NCc2ccc(F)cc2)o1	-9	4	9	3	2	7	0	7	-12
COc1ccc2oc3ccc(OC)cc3c(=O)c2c1	8	7	0	13	1	1	-6	4	-3
O=C(Cc1cccc(NC(=O)C2CCCN(C(=O)C3CCCCC3)C2)c1)Nc1cccc(C(=O)N2CCCC2)c1 (stereo not given)	-3	5	-1	6	0	0	-1	7	.
COc1ccc(C2Nc3ccccc3C(=O)N2NS(C)(=O)=O)c(OC)c1 (stereo not given)	-8	3	-2	5	-2	7	-1	3	1
COC(=O)c1c(NC(=O)Cc2cccs2)sc(C)c1C	3	0	6	2	1	0	-5	2	4
CCOC(=O)c1c(-c2ccccc2)oc2ccc(OC(C)=O)cc12	-8	1	14	-3	-2	1	1	-6	-3
COCCOc1ccc(C(F)(F)F)cc1NC(=O)CN1C(=O)NC2(CCc3ccccc32)C1=O (stereo not given)	3	-5	3	-2	-3	8	-1	1	4
CCc1ccc(OCC(=O)Nc2ccc3c(c2)COC3=O)cc1	-12	-84	6	5	-5	4	0	-2	-3
O=C(CN1CCCc2ccccc21)N1CCc2ccccc21	.	-1	12	0	4	.	1	.	-1
CSc1nc(C)cc(OCCNS(=O)(=O)c2ccc(C)cc2)n1	4	-3	-7	4	-2	-11	-1	-2	-6
CCN(CC)CC(=O)NN=C(c1ccccc1)c1ccccc1	2	0	7	-5	0	6	-5	4	2
(further entries)
SMILES	PAFAH2 FP inh	PME-1 primary	pPAFAH FP inh	LYPLA2 counter	LYPLA1 counter	PAFAH1B3 FP inh	PAD4 FP inh	PAFAH1B2 FP inh	GSTO1 counter
O=C(CSc1nc2ccccc2c(=O)[nH]1)c1cccs1	7	5	0	9	4	1	3	3	-8
CN(CC(=O)NCCC1=CCCCC1)S(=O)(=O)c1ccc2c(c1)c(=O)n(C)c(=O)n2C	5	6	1	6	0	4	0	7	3
COc1ccc(CNC(=O)COC(=O)CN2C(=O)C(C)Oc3ccc(C)cc32)cc1 (stereo not given)	13	0	0	-3	-3	1	-4	4	-5
NCc1cccc(-n2cccn2)c1	-2	4	-4	8	0	0	2	1	-2
CC/C(O)=C(\C#N)c1nnc2n1CCCCC2	-4	1	0	-5	-2	-1	-1	-3	4
Cc1ccc2c(c1)c(-c1ccccc1)nc1nncn12	10	-6	-5	1	-3	10	6	10	-2
O=c1c2ccccc2nc(SCCN2CCOCC2)n1CCc1ccccc1	0	2	0	8	-2	7	4	7	-1
c1csc(-c2cc(N3CCCCC3)c3ccccc3n2)c1	-2	-1	2	-4	-2	9	1	3	4
Cc1ccnc(NS(=O)(=O)c2ccc(NS(C)(=O)=O)cc2)n1	-4	1	2	1	1	-1	-3	3	4
O=C(NCCC(=O)N(CCc1ccccc1)Cc1ccccc1)c1ccccc1Cl	5	2	46*	-3	-1	4	4	-2	0
CCOC(=O)C1CCCN(C2CCN(Cc3nc(Cc4ccccc4)no3)CC2)C1 (stereo not given)	-3	-7	2	-2	-1	-6	-3	3	4
COc1cc2c(cc1OC)C(c1cccs1)N(C(=O)C(C)C)CC2 (stereo not given)	6	-3	-4	3	2	0	0	2	0
COc1cc(/C=C2\SC(=S)N(CCCCC(=O)O)C2=O)ccc1OS(=O)(=O)c1ccc(C)cc1	9	1	13	10	5	3	2	30*	-75
COc1ccc(/C=c2\sc3nc(=O)c(C)nn3c2=O)c(OC)c1	0	2	5	-4	-5	6	0	10	12
COc1ccnc(Oc2ccc(C)cc2)c1C#N	11	-3	6	7	-2	9	3	3	3
Cc1cccc(NC(=O)CCSc2ccccn2)c1	-7	-2	-3	0	-5	4	-4	4	5
Cc1occc1C(=O)NCCCCc1ccccc1	19	4	6	1	-2	6	-2	6	-4
CC(C)CN1CCNC(=O)C1CC(=O)N(C)CC1CCOCC1 (stereo not given)	4	0	1	2	1	-1	-2	3	7
COc1ccc(C(CNS(=O)(=O)c2cccc(F)c2)N2CCCC2)cc1 (stereo not given)	-5	.	1	.	.	5	-1	4	.
Fc1cnc(N2CCOCC2)nc1N1CCOCC1	1	-5	0	-2	-2	0	-3	3	13
COc1ccccc1NC(=S)NCCC(c1ccccc1)c1ccccc1	10	-6	4	-3	0	2	-2	4	2
COc1ccc(NC(=O)Nc2nnc(-c3ccccc3SCc3ccccc3)s2)cc1	4	2	6	-6	-12	7	-6	-3	-11
CCOc1ccc(CCNC(=O)c2nnc(Cc3ccc(F)cc3)o2)cc1OCC	-9	1	7	-3	-5	-10	6	2	4
COc1ccc(S(=O)(=O)N2CCOCC2)cc1NC(=O)COC(=O)C1=COCCO1	11	-3	2	-1	3	2	0	1	5
O=C(NCCCN1CCOCC1)C(=O)NCC1OCCN1S(=O)(=O)c1cc(F)ccc1F (stereo not given)	4	1	3	-1	2	-4	-4	-2	-3
The list goes on.
SMILES	PAFAH2 FP inh	PME-1 primary	pPAFAH FP inh	LYPLA2 counter	LYPLA1 counter	PAFAH1B3 FP inh	PAD4 FP inh	PAFAH1B2 FP inh	GSTO1 counter
Cc1ccc(C)c(N2CCN(S(=O)(=O)c3cc4c(cc3C)NC(=O)CO4)CC2)c1	0	0	-1	7	5	1	1	5	3
O=C(COc1ccc(Cl)cc1)NCc1nnc2c3ccccc3c(-c3ccccc3)nn12	0	18	5	-5	-10	11	-1	1	0
COc1ccc([N+](=O)[O-])cc1NCC(=O)c1ccc(C)cc1	0	4	11	0	-1	9	2	9	6
CCN(CC)CCCNc1ncnc2ccccc12	6	0	1	7	3	14	-8	-3	6
CCN1CCN(Cc2ccc(NC(=O)c3cc(NC(=O)c4cc(C)on4)cc(OC)c3)cc2C(F)(F)F)CC1	1	-3	2	-9	-8	-2	-3	-6	-6
O=C(COC(=O)Cc1ccccc1F)Nc1ccccc1[N+](=O)[O-]	8	-1	7	8	2	14	0	8	.
CSc1nncc(/C(C)=N\Nc2ccccc2C)n1	-1	2	0	0	2	4	0	3	14
CCOC(=O)c1oc2ccccc2c1NC(=O)c1ccccc1OC	-5	-11	7	-1	-6	5	0	-1	-2
COc1ccccc1-n1c(SCC(=O)Nc2cccc(C(=O)O)c2)nnc1-c1ccccc1C	1	-3	6	4	3	6	-6	1	2
COc1cccc(CNC2CCCCCCC2)c1OC	-3	2	1	2	-2	12	0	4	7
CN1Cc2c(N3CCOCC3)nc3sc(C(=O)c4ccc(Br)cc4)c(N)c3c2CC1(C)C	.	-3	30*	2	4	.	-2	.	-5
CCc1cccc(NC(=O)Cn2ncn3c(cc4ccccc43)c2=O)c1	-4	-3	-8	-11	-10	1	4	-3	-1
Cc1c(N=C2C(=O)Nc3ccccc32)c(=O)n(-c2ccccc2)n1C	9	4	-4	4	1	10	-1	2	4
COC(=O)c1nc2n(n1)C(c1ccc(OC)c(OC)c1OC)C1=C(CCCC1=O)N2 (stereo not given)	1	-2	4	9	6	-1	-2	10	11
NNC(=O)c1ccc(N2CCc3ccccc32)c([N+](=O)[O-])c1	1	15	9	1	-1	-3	8	4	13
CC(=O)Oc1ccc(N2C(=O)C3C(C2=O)C2(C)C=CC3(C)O2)cc1 (stereo not given)	.	0	1	5	6	.	-3	.	0
CCN(CC(=O)NCc1cccs1)C(=O)c1cc(S(=O)(=O)NCc2ccccc2)ccc1C	8	4	6	-2	-1	6	3	9	-2
COc1ccc(C(=O)NC(C)CCc2ccccc2)cc1 (stereo not given)	-2	-5	-2	5	-2	-3	0	0	2
CCC(=O)c1cc(F)c(N2CCN(C(=O)Cc3ccccc3)CC2)cc1C	-9	6	9	8	0	-14	0	2	8
CCCc1nnc(NC(=O)CN2CCOCC2)s1	1	-1	1	11	5	2	-1	4	2
CCOC(=O)c1ccc(NC(=O)c2nc[nH]c2C(=O)N(CC)CC)cc1	-2	-2	3	2	-2	9	2	5	12
CC1(C)CC(=O)C2=C(C1)N(c1ccc(F)cc1)C(=O)CC2c1cccnc1 (stereo not given)	-6	-1	2	13	3	0	2	1	7
Cc1ccc(N(C(=O)C2COc3ccccc3O2)C(C(=O)NC2CCCCC2)c2cn(C)nc2C)cc1 (stereo not given)	.	3	1	-3	-4	.	-5	.	-1
COc1ccc(OC)c(C=NNC(=O)c2ccccc2NS(=O)(=O)c2cccs2)c1	-38	.	16	.	.	10	-7	13	.
COC(=O)COc1nsnc1N1CCOCC1	1	-9	7	-2	-4	10	2	9	-2
COC(=O)C1=C(C)N(Cc2ccccc2)C(=NCc2ccccc2)N[C@H]1c1cccc(F)c1	-3	4	-2	2	0	16	-8	-1	2
Cc1ccc(Oc2ncccc2/C=N/OCc2ccc(Cl)cc2Cl)cc1	-5	-4	4	5	4	-2	-5	0	-3
CCCNC(=O)CCc1c(C)nc2nc(-c3cc(OC)cc(OC)c3)nn2c1C	-5	-9	3	-2	-4	-1	1	8	6

Assay outcomes: PubChem BioAssay, The Scripps Research Institute Molecular Screening Center
